# rTrxR1 inhibitor: qHTS Assay for Inhibitors of Mammalian Selenoprotein Thioredoxin Reductase 1 (TrxR1): qHTS; Thioredoxin reductase 1, cytoplasmic (Rattus norvegicus), O89049; 390,000 tested, 1% active; AID 588453, 2011; Potency, µM (titrated, usually from 114 µM), inactives show top-dose activity change, negative = inhibition, hits mostly inhibitors; recombinant rTrxR1, NADPH fluorescence consumption, selenite substrate; also: % is scaled to controls: 0 for no effect and ±100 for the full control effect; nearly all actives have a fitted effect of over 65% in size
#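 Rat TrxR1 (90 nM in the dispensed reagent) was pre-reduced with 400 uM NADPH for 5 min at room temperature, then incubated with compound for 15 min. After 400 uM selenite was added, NADPH fluorescence (Ex 340/Em 450 nm) was followed for 8 min.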
# RGS4 inhibitor: Inhibitors of Regulator of G Protein Signaling (RGS) 4: qHTS; AID 504845, 2011; 390,000 tested, 0.039% active; Transcreener GDP fluorescence polarization, RGS4-accelerated GTP hydrolysis; Potency, µM (highest dose often 114 µM), for inactives: at the highest dose activity change, negative = inhibition, most hits filed as inhibitors; Regulator of G-protein signaling 4 (Homo sapiens), P49798; also: % is scaled to controls: 0 for no effect and ±100 for the full control effect; nearly all actives have a fitted effect of over 75% in size; some results filed as inactive show a strong effect at the top dose
# Target sequence (P49798 whole entry, looked up): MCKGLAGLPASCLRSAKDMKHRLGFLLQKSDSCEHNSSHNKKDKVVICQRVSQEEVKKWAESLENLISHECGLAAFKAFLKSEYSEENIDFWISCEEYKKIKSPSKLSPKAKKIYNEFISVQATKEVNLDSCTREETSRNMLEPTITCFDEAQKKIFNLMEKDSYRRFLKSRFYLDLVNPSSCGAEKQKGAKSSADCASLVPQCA
#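 MLSMR compounds (23 nl, pin-transferred) preincubated 10 min at room temperature with a 500nM (2x) first reagent, then RGS4 at 900nM (2x) plus Transcreener GDP mix added; fluorescence polarization (620/688 nm) read before and after 90 min at 30 °C.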
# JMJD2A Tudor: qHTS Assay for Inhibitors of JMJD2A-Tudor Domain | AID 504339, 2011 | Lysine-specific demethylase 4A (Homo sapiens), O75164 | Potency, µM (top dose mostly 114 µM), for inactives: top-dose activity change, negative = inhibition, hits mostly inhibitors | AlphaScreen JMJD2A-Tudor / H3K4me3 peptide binding | 390,000 tested, 4.4% active; also: % is scaled to controls: 0 for no effect and ±100 for the full control effect; nearly all actives have a fitted effect of over 50% in size
# Pin1 inhibitor: qHTS Assay to Find Inhibitors of Pin1. Peptidyl-prolyl cis-trans isomerase NIMA-interacting 1 (Homo sapiens), Q13526. Pin1 FP peptide displacement, HiFluor488, 10 min. Potency, µM (highest dose often 115 µM), for the others: at the top dose activity, negative = inhibition, usual class: inhibitors. 390,000 tested, 0.009% active; active = well fitted inhibition curve with a large enough effect in the polarisation, with a control signal flat, not every such curve was filed as active; inconclusive = small, poorly fitted or top-dose-only effect, or effect the other way, or a change in a side signal; inactive = no such curve, though single readings can be large or run the other way; the % refers to the polarisation; also: % is scaled to controls: 0 for no effect and ±100 for the full control effect
# Target sequence (Q13526 whole entry, looked up): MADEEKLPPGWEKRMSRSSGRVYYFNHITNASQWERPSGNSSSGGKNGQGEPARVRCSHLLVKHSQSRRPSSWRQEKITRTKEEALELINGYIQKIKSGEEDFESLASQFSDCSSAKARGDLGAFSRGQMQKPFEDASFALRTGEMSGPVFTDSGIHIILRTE
# ALOX12 inh: Primary qHTS assay for inhibitors of human arachidonate 12S-lipoxygenase (ALOX12): Round 2; Potency, µM (series often up to 108 µM), for inactives: top-dose activity change, negative = inhibition, most hits filed as inhibitors; purified 12hLO, xylenol orange hydroperoxide absorbance; AID 1671190, 2021; 580,000 tested, 1.1% active; also: % is scaled to controls: 0 for no effect and ±100 for the full control effect
#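 Purified human 12hLO at 150 nM in 25 mM Hepes, 0.01% Triton X-100, pH 7.0, preincubated 15 min at room temperature with compound. Reaction started with 40 uM arachidonic acid, 30 min at room temperature. Hydroperoxide measured by Fe-xylenol orange, 573/405 nm absorbance ratio.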
# ERG Ets-DNA blk: qHTS for Small Molecule Inhibitors of the ERG Ets/DNA interaction. Potency, µM (titrated, usually from 76.9 µM), for inactives: top-dose FP activity, negative = inhibition, hits mostly inhibitors. fluorescence polarization, His-ERG Ets domain / labelled DNA. 370,000 tested, 0.028% active. Transcriptional regulator ERG (Homo sapiens), P11308. AID 624246, 2012; active = well fitted inhibition curve with a large enough effect in the polarisation, with a control signal flat; inconclusive = small, poorly fitted or top-dose-only effect, or effect the other way, or a change in a side signal; inactive = no such curve, though single readings can be large or run the other way; the % refers to the polarisation;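 also: polarization taken with two DNA probes labelled with fluorescein and Texas red; % of control where 0% means no effect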
# Target sequence (P11308 whole entry, looked up, the tested form may be a part): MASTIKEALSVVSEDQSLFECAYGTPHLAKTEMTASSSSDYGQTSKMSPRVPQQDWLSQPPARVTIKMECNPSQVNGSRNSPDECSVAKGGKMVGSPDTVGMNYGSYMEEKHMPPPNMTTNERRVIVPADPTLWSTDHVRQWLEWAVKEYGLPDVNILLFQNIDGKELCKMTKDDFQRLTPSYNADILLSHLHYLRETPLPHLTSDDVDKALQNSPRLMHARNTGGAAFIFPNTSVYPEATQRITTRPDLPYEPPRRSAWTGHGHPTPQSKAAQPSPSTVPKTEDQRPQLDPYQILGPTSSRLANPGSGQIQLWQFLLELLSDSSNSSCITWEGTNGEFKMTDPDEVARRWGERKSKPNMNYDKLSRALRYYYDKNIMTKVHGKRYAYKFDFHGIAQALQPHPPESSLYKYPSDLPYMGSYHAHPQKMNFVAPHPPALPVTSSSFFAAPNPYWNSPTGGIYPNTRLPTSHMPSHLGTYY
#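 His-tagged ERG Ets domain (1 uM in the protein solution; 300mM KCl, 50mM Tris-HCl, 1mM EDTA, 1mM DTT, pH 7.5) received compound, then a probe mix of 5 nM fluorescein-DNA and 100nM Texas-615-DNA. Fluorescence polarization was read for both dyes.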
# PGK inhibitor: qHTS Assay to Find Inhibitors of Phosphoglycerate Kinase. Phosphoglycerate kinase, glycosomal (Trypanosoma brucei brucei), P07378. PGK/GAPDH coupled, Kinase-Glo luminescence, 60 min. Potency, µM (series often up to 57.5 µM), for inactives: at the highest dose activity change, negative = inhibition, usual class: inhibitors. 380,000 tested, 0.043% active. AID 602233, 2012; also: % is scaled to controls: 0 for no effect and ±100 for the full control effect; nearly all actives have a fitted effect of over 60% in size
#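 Recombinant glycosomal PGK reaction used 1,3-bisphosphoglycerate generated in-well by GAPDH (100nM final) in 100mM TEA pH 7.6, 5mM MgCl2, 0.01% Tween-20. After 60 minutes at room temperature, ATP was read by Kinase-Glo Plus luminescence end-point.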
# HP1b binding inh: HTS for Inhibitors of HP1-beta Chromodomain Interactions with Methylated Histone Tails | AlphaScreen HP1-beta / biotin-H3K9me3 peptide binding | 390,000 tested, 0.56% active | AID 540317, 2011 | Potency, µM (titrated, usually from 114 µM), for inactives: top-dose activity change, negative = inhibition, actives largely listed as inhibitors | Chromobox protein homolog 1 (Homo sapiens), P83916; also: nearly all actives have a fitted effect of over 70% in size; inactives centre near 23
# Target sequence (P83916 whole entry, looked up): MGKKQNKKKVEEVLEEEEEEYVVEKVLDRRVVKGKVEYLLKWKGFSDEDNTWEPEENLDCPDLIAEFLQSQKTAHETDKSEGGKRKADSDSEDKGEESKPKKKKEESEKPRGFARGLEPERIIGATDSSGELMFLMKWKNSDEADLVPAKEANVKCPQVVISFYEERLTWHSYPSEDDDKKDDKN
#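 HP1-beta protein (50 nM final) preincubated 30 min at room temperature with biotinylated H3(1-18)K9me3 peptide (50 nM) in PBS pH 7.4, 0.01% Tween-20, then compound added for 30 min. AlphaScreen streptavidin donor/nickel chelate acceptor beads (10 ug/mL final), 30 min dark, luminescence read.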
# GLS inh: qHTS for Inhibitors of Glutaminase (GLS); Glutaminase kidney isoform, mitochondrial (Homo sapiens), O94925; GLS enzymatic activity, qHTS titration; Potency, µM (highest dose often 45.5 µM), without a hit: at the highest dose activity change, negative = inhibition, most hits filed as inhibitors; 410,000 tested, 0.21% active; also: % is scaled to controls: 0 for no effect and ±100 for the full control effect
#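 hKGA; 45 mM KH2PO4 pH 8.2 + 0.02% Tween-20; cpd via pin tool; 1 mM Gln soln; GluOx/HRP/Amplex Red; RT 30 min; fluor. t0 & final.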
# The depositor's hits bear a star; i = inactive; ? = inconclusive; . = not tested or not shown; [ ] = another dose, or the depositor's remark. Unless noted, calls follow the shape of the dose curve; as a rule, active = well fitted curve in the direction sought with a large enough effect; inconclusive = small, poorly fitted or top-dose-only effect, or another doubt; inactive = no such curve, though single readings can be large; an effect the other way counts as inactive or inconclusive. Potency is read from the fitted curve at half-maximal effect. Only part of the results is shown. The share of hits here may be higher or lower than overall.
SMILES,rTrxR1 inhibitor,RGS4 inhibitor,JMJD2A Tudor,Pin1 inhibitor,ALOX12 inh,ERG Ets-DNA blk,PGK inhibitor,HP1b binding inh,GLS inh
CN(C)CC(O)CN(c1ccccc1)c1ccccc1 (stereo unspecified),11%,-16%,-15%,-2%,?,1%,i,21%,3%
O=C(Nc1ccc(N2CCCC2)cc1)c1ccccc1F,-25%,-30%,?,2%,-13%,4%,.,-7%,2%
COc1ccc(OC)c(S(=O)(=O)Nc2cccnc2)c1,20%,41%,-7%,3%,-8%,-3%,-3%,2%,0%
O=C(NCCc1ccccc1)c1c(O)c2ccccc2[nH]c1=O,30%,12%,-6%,1%,3%,2%,3%,33%,-5%
COc1ccc(NS(=O)(=O)c2ccc(C)c(C(=O)N(C)Cc3ccc(OC)cc3OC)c2)cc1,-7%,-9%,-20%,0%,-2%,-22%,-9%,15%,5%
CC1=C(C(=O)Nc2ccccc2)C(c2ccco2)C(C#N)=C(SCC(=O)Nc2cccc(C)c2C)N1 (stereo unspecified),18%,-8%,-14%,35%[activator],?,.,-8%[11.5 µM],28%,12%
CCOC(=O)N1CCC(N(CCN(C)C)C(=S)Nc2cccc(C)c2)CC1,6%,18%,-4%,-15%,-19%,2%,6%,44%[activator],18%
COc1cc(NC(=O)C2CC(c3ccccc3Cl)=NO2)cc(OC)c1OC (stereo unspecified),14%,-26%,-2%,4%,16%,-16%,-5%,30%,-15%
O=C1COc2ccc(C(=O)CSc3ccccc3C(=O)O)cc2N1,-15%,2%,-9%,0%,-12%,-28%,i,40%[activator],1%
O=C(COC(=O)c1ccc[nH]c1=O)NC1CCCC1,9%[57.1 µM],2%[11.4 µM],1%[57.1 µM],-11%,?,-7%,-16%,-10%,5%
CC1CC1C(=O)OCC(=O)NC(=O)NC12CC3CC(CC(C3)C1)C2 (stereo unspecified),21%[57.1 µM],-2%,-15%,2%,9%,?,-8%,4%,1%
O=C(N/N=C/C=C/c1ccccc1[N+](=O)[O-])c1cc(-c2cccnc2)nc2ccccc12,21%,-18%,-14%,21%,0%,-18%,-1%,39%,-5%
CCCC(=O)NCCCc1nc2ccccc2n1C,10%[57.1 µM],-13%,-3%,-5%,14%,18%,-6%,50%[activator],0%
CC(=O)Oc1ccc2c(C)c(CC(C)O)c(=O)oc2c1 (stereo unspecified),350%[activator][57.1 µM],21%,-7%,-8%,-1%,1%,-7%,34%[activator],30%
COc1ccc(S(=O)(=O)N2CCCC(C(=O)NCCc3ccccc3)C2)cc1 (stereo unspecified),10%[0.0914 µM],7%,-6%,0%,-7%,0%,-4%,8%,1%
CCOC(=O)c1c(CN(C)C)n(-c2ccc(C)cc2)c2cc(Br)c(O)cc12,-19%,4%,?,6%,-40%,-10%,-2%,-34%,15%
Cc1ccc(S(=O)(=O)N2CCC(=O)N(CCOC(=O)Nc3ccc(F)cc3)CC2)cc1,12%,-6%,-12%,-1%,?,-2%,i,46%,-5%
Cc1ccc(C(C)NC(=O)CSc2ccc(S(=O)(=O)N3CCOCC3)cn2)cc1C (stereo unspecified),4%,?,-4%,3%,?,-9%[15.4 µM],-3%,28%,-5%
CCCOC(=O)C(C)n1cnc2scc(-c3ccc(C)cc3)c2c1=O (stereo unspecified),68%,2%,-15%,16%,?,5%,i,66%[activator],-11%
CN(C)CCNC(=O)c1cc2sc3ccccc3c2s1,10%[57.1 µM],-8%,-6%,2%,-17%,9%,-7%,18%,3%
O=C(/C=C/Nc1ccc([N+](=O)[O-])cc1Br)c1cccc2ccccc12,-4%,-5%,-28%,5%,-13%,-8%,1%,3%,2%
Cc1ccc(CNC(=O)C(=O)c2cn(CC(=O)N3CCOCC3)c3ccccc23)cc1,0%,4%,-2%,1%,?,-1%,-1%,24%,-4%
O=C(Cc1ccccc1)Nc1ccc(NC(=S)NC(=O)c2ccccc2)cc1,?,-32%,-3%,4%,?,-3%,-6%,14%,0%
CCOC(=O)c1ccoc1CN1CCN(S(=O)(=O)c2ccc(C)c(C)c2)CC1,12%[57.1 µM],-8%,-22%,-1%,4%,-7%,i,28%,-4%

# The closing two entries of the part before open the next one.
SMILES,rTrxR1 inhibitor,RGS4 inhibitor,JMJD2A Tudor,Pin1 inhibitor,ALOX12 inh,ERG Ets-DNA blk,PGK inhibitor,HP1b binding inh,GLS inh
O=C(Cc1ccccc1)Nc1ccc(NC(=S)NC(=O)c2ccccc2)cc1,?,-32%,-3%,4%,?,-3%,-6%,14%,0%
CCOC(=O)c1ccoc1CN1CCN(S(=O)(=O)c2ccc(C)c(C)c2)CC1,12%[57.1 µM],-8%,-22%,-1%,4%,-7%,i,28%,-4%
Cc1cccc2c(N)c3c(nc12)N(C)CC3,-11%[57.1 µM],-10%,18µM*,0%,5%,12%,6%,-20%,14%
COc1cc(C(C[N+](=O)[O-])c2c(C)[nH]c3ccccc23)ccc1O (stereo unspecified),?,8%,?,15%,?,31%[activator],-9%,-36%,18%
COc1ccc(-c2cc(C(=O)NCC(C)C)no2)cc1,36%[57.1 µM],0%,-1%,-1%,6%,5%,?,14%,2%
Cc1cc(Cl)ccc1C(=O)C1CCCN(C(=O)c2cnsn2)C1 (stereo unspecified),19%,0%,12%,-2%,0%,1%,i,42%[activator],-4%
O=C1C(C23CC4CC(CC(C4)C2)C3)C(=O)N(c2ccccc2)N1c1ccccc1,31%,31%,-6%,-2%,-12%,.,-5%,16%,6%
CCc1ccccc1NC(=O)CN1CCN(CC(=O)Nc2ccc3c(c2)OC2(CCCCC2)O3)CC1,-14%,9%,?,-3%,?,-2%,2%,16%,0%
CCc1c(C)nc(N)n2c(SCC(=O)NC3CCCCC3)nnc12,2%,-9%,-6%,-11%,-29%,12%,-10%,-16%,-1%
COC(=O)c1cccc(NC(=O)c2cc(OC)c(OC)c(OC)c2Br)c1,2%[57.1 µM],-13%,-4%,11%,-10%,3%,-2%,-4%,0%
COc1ccc(CCN(C)C(=S)NC(=O)c2ccc(F)cc2Cl)cc1OC,9%[57.1 µM],-5%,-16%,-4%,-10%,-15%,-7%,5%,5%
CCCN1CCC(=O)N([C@H](CSc2ccc(C)cc2)CC(C)C)CC1,3%,14%,-17%,2%,2%,-7%,4%,34%,-3%
CCN(CC)S(=O)(=O)c1ccc(C(=O)Nc2ncn(Cc3ccccc3)n2)cc1,27%,23%,-15%,4%,2%,-13%,1%,-2%,0%
COc1cc2sc(NC(=O)c3ccco3)nc2cc1Cl,12%,12%,-3%,-2%,-10%,2%,2%,37%,0%
CSc1nc(S(=O)(=O)c2ccc(C)cc2)c(Cl)s1,8%,-20%,11%,3%,-14%,-2%,i,56%[activator],-3%
CN(C)/C=N/n1cnc2ccccc2c1=O,13%,6%,-12%,7%,65%[activator],-1%,-1%,21%,11%
O=C(CSc1ncn[nH]1)Nc1cccc2ccccc12,10%,?,-4%,7%,0%,-11%,-3%,32%,-11%
CCCN1CCN(C(=O)c2ccccc2-c2nc3ccccc3s2)CC1,16%[57.1 µM],14%,-24%,-1%,1%,3%,11%,23%,0%
Cc1ccccc1C(=O)NCC(=O)Nc1ccc(C)c(S(=O)(=O)N2CCCCCC2)c1,-6%,9%,-15%,0%,i,7%,3%,17%,3%
O=c1[nH]c2ccccc2nc1Cc1ccc(Cl)cc1,22%[57.1 µM],7%,2%,-1%,-8%,21%,-9%,5%,-2%
O=C(NCN1CCN(c2ccccc2)CC1)c1cnccn1,21%,10%,6%,-5%,0%,-13%,-8%,40%[activator],8%
Cc1ccc(C)c(NS(=O)(=O)c2cc(C(=O)NCCC3=CCCCC3)ccc2C)c1,16%,18%,-15%,?,-25%,.,.,24%,-4%
CNC(=O)CN(c1cccc(Br)c1)S(C)(=O)=O,10%,-32%,-35%,-2%,0%,8%,4%,-12%,5%
CC(C)(C)C1CCC(=NNC(=O)CC(=O)NCc2ccccc2)CC1 (stereo unspecified),14%,-9%,-1%,0%,13%,-5%,1%,41%,-1%
O=C(Nc1ccc(S(=O)(=O)N2CCOCC2)cc1)c1ccc(S(=O)(=O)N2CCOCC2)cc1,12%,14%,-5%,-3%,-1%,7%,-2%,27%,-2%
O=C(NCCNc1ccc([N+](=O)[O-])cc1C(F)(F)F)c1cccc(F)c1,-7%,6%,-31%,1%,-7%,5%,-4%,13%,4%
NC(=O)c1cc2ccccc2o/c1=N/NC(=O)c1cccc(Cl)c1,25%,0%,-9%,3%,0%,-17%,-6%,39%,0%
O=C(O)c1cccc2c3c([nH]c12)CCCC3,25%,23%,-19%,0%,?,-11%,-10%,23%,18%
COC(=O)c1sccc1NC(=O)c1ccc(Cl)s1,9%,-5%,-5%,1%,-4%,-3%,i,44%[activator],-3%
